# Source: PubChem BioAssay
# Menin-MLL TR inh = qHTS Assay for Inhibitors Targeting the Menin-MLL Interaction in MLL Related Leukemias: Competition With Texas Red Labeled MLL-derived Mutant Peptide; Menin + Texas Red MLL mutant peptide, fluorescence polarization; Potency, µM (highest dose often 61.6 µM), without a hit: at the highest dose FP activity change, negative = inhibition, hits mostly inhibitors; actives 0.23% (n = 270,000); active = well fitted inhibition curve with a large enough effect in the polarisation, with a control signal flat, not every such curve was filed as active; inconclusive = small, poorly fitted or top-dose-only effect, or effect the other way, or a change in a side signal; inactive = no such curve, though single readings can be large or run the other way; the % refers to the polarisation; also: potency is read from the fitted curve at half-maximal effect; % of control where 0% means no effect; many of its hits are not listed in these tables
# BCR signal inh = qHTS Assay to Find Inhibitors of Chronic Active B-Cell Receptor Signaling; ABC-DLBCL IkBa-CBG/CBR reporter, luminescence ratio, 4 h; Potency, µM (doses to about 46.1 µM), for the others: at the highest dose ratio change, negative = lower green/red ratio, usual class: inhibitors; actives 0.05% (n = 340,000); active = well fitted inhibition curve with a large enough effect in the signal ratio, with a control signal flat, not every such curve was filed as active; inconclusive = small, poorly fitted or top-dose-only effect, or effect the other way, or a change in a side signal; the % refers to the signal ratio;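 also: potency is read from the fitted curve at half-maximal effect; plate controls were basal doxycycline-induced cells for no effect and cells given 10 µM MG132 for full effect; MG132 reads +100%, hits lower the ratio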
#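 TMD8 ABC-DLBCL cells carrying doxycycline-inducible green luciferase fused to IkappaBalpha plus unfused red luciferase were exposed to compounds (up to 46 uM) for 4 hrs at 37C. Activity came from the overlap-corrected green/red luminescence ratio.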
# TSHR antag = Antagonists of the Thyroid Stimulating Hormone Receptor: HTS campaign; Thyrotropin receptor (Homo sapiens), P16473; TSHR-expressing cells, TSH-stimulated cAMP HTRF, 2 h; stronger effect = lower value; activity change, negative = inhibition, % at 11.5 µM; actives 0.2% (n = 330,000);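 active = activity change below a set negative limit, meaning inhibition stronger than a set level, cut at about -70% in these data; inconclusive = activity change between two set negative limits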; also: % is scaled to controls: 0 for no effect and ±100 for the full control effect
#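 Cell-based HTRF cAMP assay; TSHR cells + compound, TSH EC80 (4nM final), 2 h, 37 deg C. Lysis with anti-cAMP cryptate and cAMP-d2, 30 min RT, read 665/620 nm.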
# GALK inhibitor = qHTS Assay for Inhibitors of Human Galactokinase (GALK); P51570; Potency, µM (series often up to 57.5 µM), for the others: at the top dose activity change, negative = inhibition, hits mostly inhibitors; actives 0.007% (n = 270,000); Purified GALK, Kinase-Glo residual ATP luminescence; also: potency is read from the fitted curve at half-maximal effect; % is scaled to controls: 0 for no effect and ±100 for the full control effect
# Target sequence (P51570 whole entry, looked up): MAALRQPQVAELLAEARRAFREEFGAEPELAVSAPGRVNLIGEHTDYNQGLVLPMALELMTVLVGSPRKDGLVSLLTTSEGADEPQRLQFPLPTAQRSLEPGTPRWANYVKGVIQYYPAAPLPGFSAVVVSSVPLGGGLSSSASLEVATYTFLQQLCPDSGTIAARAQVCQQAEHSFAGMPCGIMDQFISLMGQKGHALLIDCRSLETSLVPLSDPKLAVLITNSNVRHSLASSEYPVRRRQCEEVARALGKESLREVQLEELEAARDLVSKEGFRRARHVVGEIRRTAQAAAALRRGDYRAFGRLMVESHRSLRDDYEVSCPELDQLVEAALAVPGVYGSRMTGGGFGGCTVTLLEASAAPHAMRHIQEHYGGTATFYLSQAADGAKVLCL
#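 Galactose (100 uM) and ATP (35 uM) were turned over by 5 nM GALK for 1 h at RT. Kinase-Glo Plus then converted the remaining ATP into a luminescent signal.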
# Mito fusion yeast = qHTS Assay for Small Molecule Inhibitors of Mitochondrial Division or Activators of Mitochondrial Fusion | S. cerevisiae fusion-defective mutant growth rescue, CellTiterGlo 48 h | Potency, µM (doses to about 46.1 µM), inactives show at the top dose growth rescue (activation), hits mostly activators | actives 0.23% (n = 320,000);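 also: potency is read from the fitted curve at half-maximal effect; % of control where 0% means no effect; nearly all actives have a fitted effect of over 45% in size; temperature-sensitive fusion mutants such as fzo1-1 at 37 °C on non-fermentable ethanol glycerol medium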
#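 S. cerevisiae fusion-defective temperature-sensitive mutants (e.g. fzo1-1, mgm1-5) grown 48 h at 37C in YPEG (ethanol/glycerol non-fermentable) medium with 23 nl compound per well; growth rescue read as CellTiterGlo luminescence.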
# hERG WT inh = qHTS for Inhibitors of KCHN2 3.1: Wildtype qHTS. AID 720551, 2013. actives 0.37% (n = 340,000). activity change, % at 1.84 µM. U2OS, BacMam KCNH2, thallium flux FluxOr; stronger effect = lower value. Voltage-gated inwardly rectifying potassium channel KCNH2 (Homo sapiens), Q12809;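 active = maximum activity change below -70%; inconclusive = maximum activity change between -70% and -50%; inactive = maximum activity change above -50%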; also: % is scaled to controls: 0 for no effect and ±100 for the full control effect
#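 U2OS cells transduced with wild-type KCNH2 virus are loaded with FluxOr dye for 45 min, and thallium flux is measured in kinetic reads before and after stimulation buffer. Rate constants are normalized to DMSO controls.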
# PKM2 act = qHTS Assay for Activators of Human Muscle isoform 2 Pyruvate Kinase; purified PKM2, Kinase-Glo ATP luminescence, activation; response scale: 0% is enzyme alone, no compound; Potency, µM (series often up to 57.5 µM), without a hit: at the top dose activation, actives largely listed as activators; actives 0.34% (n = 260,000); AID 1631, 2009; also: potency is read from the fitted curve at half-maximal effect; % is scaled to controls: 0 for no effect and ±100 for the full control effect; nearly all actives have a fitted effect of over 55% in size
#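 hPK-M2, >95% pure; 0.1 mM ADP / 0.5 mM PEP final; imidazole pH7.2 buffer w/ 7 mM MgCl2, 50 mM KCl; 1 h RT; Kinase-Glo lum. Intermediate enzyme activity for dual inhibitor/activator qHTS.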
# MBNL1 CUG block = qHTS Assay for Inhibitors of MBNL1-poly(CUG) RNA binding. Muscleblind-like protein 1 (Homo sapiens), Q9NR56. TR-FRET MBNL1-His/biotin-(CUG)12 binding, 665/545 ratio. Potency, µM (doses to about 57.5 µM), for inactives: at the top dose activity change, negative = inhibition, actives largely listed as inhibitors. actives 0.036% (n = 280,000). AID 2675, 2010; active = well fitted inhibition curve with a large enough effect in the signal ratio, with a control signal flat, not every such curve was filed as active; inconclusive = small, poorly fitted or top-dose-only effect, or effect the other way, or a change in a side signal; inactive = no such curve, though single readings can be large or run the other way; the % refers to the signal ratio; also: potency is read from the fitted curve at half-maximal effect; % is scaled to controls: 0 for no effect and ±100 for the full control effect
#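 Compounds (final 92 nM to 58 uM) are added to His-tagged MBNL1 and biotin-(CUG)12, then terbium anti-His antibody and streptavidin-XL665 (5 nM final). After 60 min at room temperature, the 665/545 nm ratio is read.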
# Eya2 phos inh = qHTS Assay for Inhibitors of the Phosphatase Activity of Eya2. recombinant Eya2, OMFP fluorescence dephosphorylation (OMFP is methylfluorescein phosphate). Potency, µM (highest dose often 76.9 µM), for inactives: at the top dose activity, negative = inhibition, usual class: inhibitors. actives 0.006% (n = 330,000). AID 488837, 2010; also: potency is read from the fitted curve at half-maximal effect; % is scaled to controls: 0 for no effect and ±100 for the full control effect
#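 Eya2 (0.2 uM) preincubated 10 min at ambient with compound, then OMFP substrate added at 50 uM; 10 min reaction in 50 mM HEPES pH 7.5, 50 mM NaCl, 5 uM MgCl2, 0.05% BSA, 1 mM DTT. Fluorescence read at Ex 485/Em 525 nm.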
# S-ASM inh = Inhibitors of Secretory Acid Sphingomyelinase (S-ASM): qHTS; Sphingomyelin phosphodiesterase (Homo sapiens), P17405; actives 0.006% (n = 340,000); Potency, µM (titrated, usually from 57.5 µM), inactives show at the top dose activity change, negative = inhibition, actives largely listed as inhibitors; placental ASM, HMU-PC fluorogenic substrate, 60 min; also: potency is read from the fitted curve at half-maximal effect
# Target sequence (P17405 47-631 limits assumed): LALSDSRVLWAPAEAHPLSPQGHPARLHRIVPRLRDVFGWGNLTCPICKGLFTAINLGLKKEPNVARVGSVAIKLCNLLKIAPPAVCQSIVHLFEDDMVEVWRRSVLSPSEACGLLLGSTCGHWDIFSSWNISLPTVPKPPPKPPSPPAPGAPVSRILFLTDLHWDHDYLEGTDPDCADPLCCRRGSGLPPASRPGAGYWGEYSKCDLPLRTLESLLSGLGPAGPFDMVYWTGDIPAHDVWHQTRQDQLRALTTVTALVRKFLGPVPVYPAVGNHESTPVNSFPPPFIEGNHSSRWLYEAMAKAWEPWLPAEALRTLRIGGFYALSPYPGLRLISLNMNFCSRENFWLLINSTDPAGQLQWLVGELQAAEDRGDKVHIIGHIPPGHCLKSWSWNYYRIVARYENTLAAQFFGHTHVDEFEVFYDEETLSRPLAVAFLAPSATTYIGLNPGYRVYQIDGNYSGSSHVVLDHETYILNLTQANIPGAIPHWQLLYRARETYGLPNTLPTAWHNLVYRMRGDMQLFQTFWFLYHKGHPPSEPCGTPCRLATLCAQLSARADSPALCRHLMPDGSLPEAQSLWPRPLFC
#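 Human placenta-derived ASM preincubated with compound 10 min at room temperature, then reacted with 9 uM (final) fluorogenic HMU-PC substrate for 60 min at 37 C. Stop solution raises pH to 10; fluorescence read at Ex 386/Em 447 nm.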
# USP2a block = qHTS Assay for Inhibitors of Ubiquitin-specific Protease USP2a Using CHOP2 as the Reporter; USP2 core, Ub-CHOP2 coupled fluorogenic reporter, 485/531; AID 463254, 2010; Ubiquitin carboxyl-terminal hydrolase 2 (Homo sapiens), O75604; actives 0.01% (n = 330,000); Potency, µM (doses to about 38.3 µM), for the others: top-dose activity change, negative = inhibition, usual class: inhibitors;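 also: potency is read from the fitted curve at half-maximal effect; plate controls were DMSO wells for no effect and full inhibition by NEM control for full effect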
#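 USP2 core (10nM final) preincubated 30min RT with compound in 20mM Tris-HCl pH 8.0, 2mM CaCl2, 2mM beta-mercaptoethanol, 0.05% CHAPS; 25nM Ub-CHOP2 plus 25nM reporter substrate added, fluorescence (Ex485/Em531) read after 60min.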
# An asterisk follows results filed as active; ? = inconclusive; . = not tested or not shown; [ ] = remark or other dose. Unless noted, calls follow the shape of the dose curve; as a rule, active = well fitted curve in the direction sought with a large enough effect; inconclusive = small, poorly fitted or top-dose-only effect, or another doubt; inactive = no such curve, though single readings can be large; an effect the other way counts as inactive or inconclusive.
SMILES,Menin-MLL TR inh,BCR signal inh,TSHR antag,GALK inhibitor,Mito fusion yeast,hERG WT inh,PKM2 act,MBNL1 CUG block,Eya2 phos inh,S-ASM inh,USP2a block
CN(C(=O)c1ccccc1OCc1ccc(F)cc1)c1c(N)n(Cc2ccccc2)c(=O)[nH]c1=O,.,?,8,.,-8%,12,.,.,24%,1%,-4%
O=C(CSc1nnc(Cc2cc(=O)[nH]c(=O)[nH]2)n1-c1ccccc1)N1CCCc2ccccc21,1%,0%,8,-2%,2%,1,3%,-1%,-6%,-2%,-1%
CCCCS(=O)(=O)NC1=NCN(CCO)CN1,-8%,3%,-1,1%,-3%,2,-12%,-8%,6%,4%,0%
CCOC(=O)NC(=O)C(=CNc1cccc(OC)c1)C(=O)NC(=O)OCC,0%,-1%,-5,.,-8%,3,-6%,-2%,-12%,2%,1%
CC(C)OCCCn1c(=O)c2ccccc2n2c(CCC(=O)N3CCN(c4ccccn4)CC3)nnc12,.,-3%,-5,-1%,2%,-8,.,5%,3%,-2%,0%
O=C(Nc1ccccc1C(=O)N1CCN(Cc2ccccc2)CC1)c1ccccn1,-4%,-6%,-9,-1%,2%,10,0%,5%,-4%,6%,3%
CC(C)[C@@H]1NC(=O)N(c2ccc(Oc3ccccc3)cc2)C1=O,12%,6%,-15,-1%,5%,5,-1%,-1%,-5%,-1%,2%
Cc1cc(=O)oc2cc(OCC(=O)N3CC(=O)Nc4ccccc43)c(Cl)cc12,.,0%,1,.,1%,2,.,.,1%,159%[activator],1%
Cc1cc(C)c2nc(/N=C(\N)NC(=O)c3ccccc3)nc(C)c2c1,.,?,0,-1%,3%,-7,-3%,-10%,-21%,7%,0%
Cn1c(=O)[nH]c(=O)c2c1nc(N1CCCC1)n2CCO,9%,-2%,-4,-1%,2%,-4,0%[11.5 µM],-2%,-3%,4%,0%
CN(CCc1ccccn1)C1CC(=O)N(c2ccc(Cl)cc2)C1=O (configuration not stated),6%,15%,6,1%,-12%,5,-3%,8%,11%,1%,-2%
COc1cc(-c2nnc(NC(=O)CCS(=O)(=O)c3ccccc3)o2)cc(OC)c1OC,.,?,9,.,0%,-3,.,.,-14%,1%,0%
CC(C)(C)n1nnnc1C(c1cccs1)N1CCN(C(=O)c2ccco2)CC1 (configuration not stated),5%,2%,-3,2%,-2%,0,-3%,-12%,-12%,0%,-5%
COC(=O)c1ccc(CSc2nnc3c(n2)[nH]c2ccccc23)cc1,.,5%,7,.,-1%,38,6%,-1%,-4%,3%,4%
CCOC(=O)C(C)Oc1cccc2c(=O)n(CC(=O)N3CCCc4ccccc43)ccc12 (configuration not stated),?,2%,-3,-4%,3%,1,2%,21%,-21%,-1%,2%
COc1ccccc1C(=O)NC(C)c1nc2ccccc2[nH]1 (configuration not stated),4%,-1%,1,3%,2%,-17,1%,-5%,14%,-1%,1%
Cc1sc(NC(=O)CN(Cc2ccc(F)cc2)C(=O)C(C)C)c(C(N)=O)c1C,6%,?,-3,0%,4%,2,-2%,3%,3%,-1%,2%
COc1cc2c(C(F)(F)F)c(-c3ccsc3)oc(=O)c2cc1OC,.,-5%,-40,.,.,3,.,.,-1%,-15%,3%
COc1cc(NS(=O)(=O)c2ccc(NS(=O)(=O)c3ccc(C)cc3)cc2)nc(OC)n1,.,0%,-5,0%,-1%,12,.,2%,-15%,-1%,0%
CCOC(=O)CNC(=O)c1cccs1,2%,-2%,-7,1%,0%,2,11%,-10%,-1%,2%,-2%
O=C(Nc1c(Cl)cccc1Cl)c1ccc(-c2ccccc2)cc1,?,-14%,-10,1%,-1%,-32,8%,2%,-13%,4%,-3%
COc1nc(N/N=C/c2ccccc2F)nc(N2CCCCC2)n1,3%,-3%,-11,0%,2%,9,-5%,3%,7%,-5%,-1%
CCC(NC(=O)c1cc(COc2ccc(F)c(F)c2)on1)c1ccncc1 (configuration not stated),-9%,0%,29,.,8%,-13,0%,-1%,1%,0%,0%
O=C(C1CCC(CNc2nc(=S)[nH]c3ccccc23)CC1)N1CCN(c2ccccn2)CC1 (configuration not stated),-10%,1%,5,-5%,-3%,-4,-3%,-4%,-3%,-1%,3%
Cc1ccc(NC(=O)/C(C#N)=C/c2ccc(Sc3nc(C)cc(C)n3)o2)cc1,.,?,2,0%,-1%,7,14%,6%,7%,-2%,3%
# Next part.
SMILES,Menin-MLL TR inh,BCR signal inh,TSHR antag,GALK inhibitor,Mito fusion yeast,hERG WT inh,PKM2 act,MBNL1 CUG block,Eya2 phos inh,S-ASM inh,USP2a block
C=CCSc1nnc(-c2ccncc2)n1-c1ccc(OCC)cc1,-15%,1%,2,0%,-1%,14,6%,?,17%,3%,1%
N=c1sccn1CC(=O)Nc1ccccc1Sc1ccccc1,?,3%,12,0%,-1%,4,0%,-4%,-7%,-1%,-1%
COC(=O)c1ccc(NC(=O)COC(=O)c2cccc3c(=O)c(C)c(-c4ccccc4)oc23)cc1,19%,-1%,3,2%,3%,-2,-24%,5%,0%,-22%,0%
COc1ccc(C(C(=O)NC2CCCC2)N(CCN(C)C)C(=O)c2snc(C(N)=O)c2N)cc1 (configuration not stated),-3%,1%,-3,15%,3%,20,-4%,6%,-4%,74%[activator],-1%
CCOc1cc(Br)cc(C(c2c(C(=O)O)[nH]c3ccccc23)c2c(C(=O)O)[nH]c3ccccc23)c1O,?,0%,3,-10%,-12%,-3,0%,5%,11%,-8%,5%
O=C1OCc2cc(NC(=O)C3CCCCC3)ccc21,5%,0%,-5,-2%,0%,28,0%,2%,-4%,-1%,2%
OC(C#CCN1CCCCCC1)(c1ccccc1)c1cccnc1 (configuration not stated),.,1%,0,-3%,-2%,6,2%,.,-9%,0%,0%
[O-]c1n[n+](-c2ccc(Cl)cc2Cl)cc2ccccc12,-9%,6%,24,9%,-3%,4,-1%,?,?,2%,2%
CCC/C(=N\NC(=O)c1ccc(CSc2nncn2C)cc1)c1ccccc1,1%,-6%,28,1%,1%,-10,-22%,.,1%,4%,4%
CCC(=O)N1CCN=C1SCc1cccc(F)c1,.,1%,7,-6%,2%,2,.,-5%,-7%,3%,1%
Cn1cnnc1SCC(=O)Nc1ccc2c(c1)CCC2,6%,7%,-1,-2%,-1%,-13,-3%,-5%,10%,1%,-2%
C=CCN(CC=C)S(=O)(=O)c1ccc2nsnc2c1,?,-3%,-9,0%,-4%,-6,-1%,?,-9%,4%,4%
COc1ccccc1NC(=O)CCS(=O)(=O)c1ccc2c(c1)NC(=O)C(C)S2 (configuration not stated),0%,0%,9,-2%,5%,20,-2%,0%,1%,-1%,2%
CC(=O)OCC1O[C@@H](O[C@@H]2C[C@H]3C(C)(C)[C@H](OC(C)=O)CC[C@]3(C)[C@H]3CC[C@]45C[C@]4(CC[C@H]5[C@@H](C)C[C@@H](O)[C@H](O)C(C)(C)O)[C@@]32C)[C@H](O)[C@@H](O)[C@@H]1O (some centres not stated),-13%,?,12,.,-1%,.,-17%,?,-20%,.,-24%
CC(=O)N1CCN(C(=O)c2ccc(C)c(S(=O)(=O)N3CCCCC3)c2)CC1,.,-1%,.,.,.,-16,.,.,9%,0%,5%
CCc1nc(NCC(C)C)c(C#N)c2c1COC(C)(C)C2,0%,?,-1,11%,0%,-3,3%,0%,4%,10%,1%
Cc1ccc(CCC(=O)Nc2ncc(Cc3cc(Cl)ccc3Cl)s2)o1,4%,?,-3,0%,-5%,0,?,-3%,1%,0%,2%

# An excerpt, so the mix of outcomes need not match the whole.
